# Screening data as filed in PubChem.
# PKM2 activator: activators of human pyruvate kinase M2. P14618. purified PKM2, Kinase-Glo ATP luminescence, activation; response scale: 0% is enzyme alone, no compound. Potency, µM (top dose mostly 57.5 µM), without a hit: at the top dose activation, usual class: activators. 260,000 tested, 0.34% active. AID 1631; also: potency is read from the fitted curve at half-maximal effect; % is scaled to controls: 0 for no effect and ±100 for the full control effect; nearly all actives have a fitted effect of over 55% in size
#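 Purified hPK-M2 (>95%) run at intermediate activity with 0.1 mM ADP and 0.5 mM PEP in 50 mM imidazole pH 7.2, KCl, MgCl2; 1 h room temperature. ATP formed read by Kinase-Glo luminescence; normalized to uninhibited and no-enzyme controls.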
# VP16 counter: Gal4-VP16 reporter inhibition counter-screen; 310,000 tested, 3.5% active; Potency, µM (highest dose often 53.6 µM), inactives show at the top dose activity, negative = inhibition, hits mostly inhibitors; Drosophila S2 Gal4-VP16 UAS-luciferase, luminescence, 20 h; AID 2546;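 also: Gal4-VP16 expression switched on by copper sulfate through the metallothionein promoter; potency is read from the fitted curve at half-maximal effect; % is scaled to controls: 0 for no effect and ±100 for the full control effect; nearly all actives have a fitted effect of over 50% in size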
# FLuc counter: counter-screen for miR-21 project: firefly luciferase inhibitors or activators. P08659. purified FLuc, Km substrates, luminescence inhibition. Potency, µM (doses to about 57.5 µM), without a hit: at the highest dose activity change, negative = inhibition, hits mostly inhibitors. 360,000 tested, 6.9% active. AID 588342;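 also: potency is read from the fitted curve at half-maximal effect; plate controls were vehicle for no effect and reference inhibitor for full effect; nearly all actives have a fitted effect of over 55% in size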
#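 Biochemical qHTS of compounds, final roughly 60 µM downward over six points, against 10 nM purified firefly luciferase using Km concentrations of substrates (10 uM D-luciferin, 10 uM ATP) in Tris acetate pH 7.5 buffer; luminescence output.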
# Menin MLL FP TR: displaces Texas Red mutant MLL peptide from human menin; O00255; Menin + Texas Red MLL mutant peptide, fluorescence polarization; Potency, µM (top dose mostly 61.6 µM), for the others: at the highest dose FP activity change, negative = inhibition, usual class: inhibitors; 270,000 tested, 0.23% active; AID 1768; active = well fitted inhibition curve with a large enough effect in the polarisation, with a control signal flat, not every such curve was filed as active; inconclusive = small, poorly fitted or top-dose-only effect, or effect the other way, or a change in a side signal; inactive = no such curve, though single readings can be large or run the other way; the % refers to the polarisation; also: potency is read from the fitted curve at half-maximal effect; % of control where 0% means no effect; many of its hits are not listed in these tables
# RORgamma inh: blocks mouse ROR gamma transcriptional activity; AID 2551; 310,000 tested, 5.4% active; Drosophila S2 Gal4-RORgamma UAS-luciferase reporter, 20 h; Potency, µM (top dose mostly 53.6 µM), without a hit: top-dose activity change, negative = inhibition, most hits filed as inhibitors; also: potency is read from the fitted curve at half-maximal effect; % is scaled to controls: 0 for no effect and ±100 for the full control effect; nearly all actives have a fitted effect of over 60% in size
# Target sequence (P51450 whole entry, looked up, the tested form may be a part): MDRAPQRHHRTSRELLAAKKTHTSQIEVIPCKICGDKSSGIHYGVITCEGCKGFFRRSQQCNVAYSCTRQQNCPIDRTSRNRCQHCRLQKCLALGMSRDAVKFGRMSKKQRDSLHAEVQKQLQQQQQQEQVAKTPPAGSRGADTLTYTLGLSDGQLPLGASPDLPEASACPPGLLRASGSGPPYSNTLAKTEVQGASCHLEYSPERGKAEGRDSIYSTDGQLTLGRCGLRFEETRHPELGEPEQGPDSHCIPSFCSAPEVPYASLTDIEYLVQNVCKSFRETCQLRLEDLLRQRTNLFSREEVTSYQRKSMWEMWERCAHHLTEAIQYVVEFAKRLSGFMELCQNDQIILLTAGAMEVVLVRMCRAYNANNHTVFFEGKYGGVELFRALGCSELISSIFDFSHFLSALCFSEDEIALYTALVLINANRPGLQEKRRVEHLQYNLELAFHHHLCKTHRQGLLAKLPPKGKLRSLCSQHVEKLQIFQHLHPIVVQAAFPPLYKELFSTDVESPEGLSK
#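 Drosophila Schneider cells stably carrying a metallothionein-driven Gal4 DBD–ROR gamma fusion and a UAS-Photinus luciferase reporter were exposed to compound for 1 hr, then induced with copper sulfate (700 uM final) for 20 hr at ambient temperature before luminescence reading.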
# KCNH2 3.1 block: inhibitors of human KCNH2 3.1 potassium channel isoform | 340,000 tested, 0.95% active | activity change, % (tested at about 1.8 µM) | U2OS KCNH2 3.1, thallium flux FluxOr; hits give low values | AID 720553;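 active = maximum activity change below -70%; inconclusive = maximum activity change from -70% to -50%; inactive = maximum activity change above -50%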;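 also: thallium influx rate constant from kinetic fluorescence after stimulation buffer; % is scaled to controls: 0 for no effect and ±100 for the full control effect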
#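 Virally transduced U2OS (3.1 isoform, 4 h infection in dark at RT) → overnight 37 C → FluxOr + Red40 in HBSS/HEPES, 45 min → stimulation buffer, 2 min kinetic read → rate constant vs DMSO controls.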
# Rab9 promoter act: activators of Rab9 promoter | Huh7 Rab9 promoter-luciferase reporter, luminescence, 24 h | Potency, µM (top dose mostly 9.22 µM), without a hit: at the highest dose activation, negative = inhibition, actives largely listed as activators | 320,000 tested, 2.8% active | AID 485297; also: potency is read from the fitted curve at half-maximal effect; % of control where 0% means no effect; nearly all actives have a fitted effect of over 60% in size
#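 Cells were plated at 1500 per well in reduced-serum medium with 10% FBS and left 2 h. Compound in DMSO was then added for 24 h at 37 °C. Reporter signal was read by luminescence after 10 min with luciferase detection reagent.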
# MBNL1 CUG block: blocks human MBNL1 binding to CUG repeat RNA | Potency, µM (top dose mostly 57.5 µM), without a hit: at the highest dose activity change, negative = inhibition, hits mostly inhibitors | AID 2675 | Q9NR56 | 280,000 tested, 0.036% active | TR-FRET MBNL1-His/biotin-(CUG)12 binding, 665/545 ratio; active = well fitted inhibition curve with a large enough effect in the signal ratio, with a control signal flat, not every such curve was filed as active; inconclusive = small, poorly fitted or top-dose-only effect, or effect the other way, or a change in a side signal; inactive = no such curve, though single readings can be large or run the other way; the % refers to the signal ratio; also: potency is read from the fitted curve at half-maximal effect; % is scaled to controls: 0 for no effect and ±100 for the full control effect
# Target sequence (Q9NR56 whole entry, looked up): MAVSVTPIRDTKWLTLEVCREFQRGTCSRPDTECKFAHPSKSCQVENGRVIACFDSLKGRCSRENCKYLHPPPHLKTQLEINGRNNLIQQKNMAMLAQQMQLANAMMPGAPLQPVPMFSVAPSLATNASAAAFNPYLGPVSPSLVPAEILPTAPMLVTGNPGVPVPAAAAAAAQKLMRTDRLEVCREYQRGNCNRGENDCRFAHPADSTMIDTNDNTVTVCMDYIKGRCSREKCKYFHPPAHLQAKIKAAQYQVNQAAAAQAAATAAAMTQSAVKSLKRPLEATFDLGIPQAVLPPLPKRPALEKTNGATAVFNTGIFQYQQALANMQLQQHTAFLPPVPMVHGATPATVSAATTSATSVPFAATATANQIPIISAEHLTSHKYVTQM
#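 Compound titration spanned 92 nM–58 uM against the MBNL1-His/biotin-(CUG)12 complex. After 60 min at room temperature with 5 nM streptavidin-XL665 and 0.055 ng/ul terbium anti-His, ratiometric 665/545 nm emission (Ex 340 nm) normalized to controls.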
# Mito fusion yeast: mitochondrial division inhibition or fusion activation; S. cerevisiae fusion-defective mutant growth rescue, CellTiterGlo 48 h; Potency, µM (highest dose often 46.1 µM), inactives show top-dose growth rescue (activation), hits mostly activators; 320,000 tested, 0.23% active;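 also: potency is read from the fitted curve at half-maximal effect; % of control where 0% means no effect; nearly all actives have a fitted effect of over 45% in size; temperature-sensitive fusion mutants such as fzo1-1 at 37 °C on non-fermentable ethanol glycerol medium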
#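 Growth-rescue viability read-out: after 48 h at the non-permissive 37C in glycerol/ethanol YPEG, yeast mitochondrial fusion mutants are measured by CellTiterGlo luminescence; compounds (23 nl pinned per well) restoring growth score as division inhibitors or fusion activators.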
# ELG1 repair inh: blocks ELG1-dependent DNA repair in HEK293T cells | 330,000 tested, 2.3% active | HEK293T ELG1-luciferase reporter, luminescence, 16 h; DNA damage induced by 5-fluorouridine | Potency, µM (doses to about 46.1 µM), for the others: at the top dose activity change, negative = inhibition, actives largely listed as inhibitors | AID 504467; also: potency is read from the fitted curve at half-maximal effect; % is scaled to controls: 0 for no effect and ±100 for the full control effect; nearly all actives have a fitted effect of over 55% in size
#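 Reporter activity after DNA damage by 5-fluorouridine is monitored. Compound-treated cells incubate 16 hr at 37 °C, then ONE-Glo is added for 30 min before luminescence reading.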
# NPC1 promoter act: activates the NPC1 promoter; Huh7 NPC1 promoter luciferase reporter, 24 h; Potency, µM (top dose mostly 9.22 µM), inactives show top-dose activation, hits mostly activators; 320,000 tested, 2.4% active;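 also: potency is read from the fitted curve at half-maximal effect; % of control where 0% means no effect; nearly all actives have a fitted effect of over 60% in size; reporter is driven by a mutant NPC1 promoter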
#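 Cells: Huh7 expressing luciferase under the NPC1 promoter, 1500/well. Seeded 2 h, compound added, incubated 24 h at 37 °C. Luciferase reagent, 10 min ambient, then luminescence.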
# * marks the source's active call; other numbers are inactive results; ? = inconclusive; . = no result given; [ ] = another dose, or the depositor's remark. Unless noted, calls follow the shape of the dose curve; as a rule, active = well fitted curve in the direction sought with a large enough effect; inconclusive = small, poorly fitted or top-dose-only effect, or another doubt; inactive = no such curve, though single readings can be large; an effect the other way counts as inactive or inconclusive. The list is partial; rates above refer to the full screens.
SMILES,PKM2 activator,VP16 counter,FLuc counter,Menin MLL FP TR,RORgamma inh,KCNH2 3.1 block,Rab9 promoter act,MBNL1 CUG block,Mito fusion yeast,ELG1 repair inh,NPC1 promoter act
Oc1ccc(CCc2n[nH]c(=S)n2-c2ccc(F)cc2)cc1,-16%,-4%,1%,.,-20%,13,2%,-3%,6%,0%,-2%
CC(=O)NCCn1c(SCC#N)nc2ccccc2c1=O,-5%,4%,5%,11%,0.22µM*,5,5%,-10%,2%,-1%,-1%
CCOc1cccc2cc(C(C)=O)oc12,-7%,3%,-7%,-9%,27%,1,1%,.,-3%,3%,2%
Clc1ccc(-c2nnc3n2CCCCS3)cc1,0%,-6%,0%,-5%,-1%,5,2%,-9%,0%,0%,-3%
COc1ccc(/C=N/NC(=O)Cn2ccnc2C)cc1OC,1%,-9%,2%,.,9%,6,-6%,4%,0%,5%,2%
CC[C@H](C)[C@H](NC(=O)CNC(=O)COc1cc2c(c3oc(=O)cc(C)c13)CCC(C)(C)O2)C(=O)O,.,1%,-14%,1%,5%,1,-2%,10%,6%,-7%,-5%
O=C(Cn1nc(-c2ccccc2)c2ccccc2c1=O)Nc1cccnc1,1%,3%,-1%,-2%,-4%,-3,4%,-5%,-2%,11%,0%
CS(=O)(=O)N1CCN(C(=O)c2ccccc2F)CC1,1%,8%,-1%,-26%,16%,-19,0%,-2%,0%,15%,1%
CN(C)CCOc1ccc(Cl)cc1C(C)(C)C,0%,-12%,2%,-29%,-6%,-1,-4%,-5%,-1%,11%,-3%
O=C(COc1ccccc1F)OCC(=O)N1CCc2ccccc21,.,.,?,.,.,-6,?,.,8%,18%,2%
Cc1ccc(OC(=O)c2cccc(S(=O)(=O)N3CCCC3)c2)c(-n2nc3ccccc3n2)c1,1%,-19%,?,2%,12%,-8,4µM*,1%,5%,?,3.5µM*
COc1cccc(Nc2c([N+](=O)[O-])cncc2[N+](=O)[O-])c1,-6%,?,-1%,-13%,?,21,1%,?,-12%,-15%,0%
O=C(O)C1=C[C@H](C2CC2)C[C@H](OCCCCO)O1,1%,-2%,1%,2%,-16%,8,-4%,-8%,0%,15%,1%
CNc1nc2ccccc2n1CC(=O)c1ccccc1,-5%,11%,?,-7%,-13%,-3,15%,-3%,-5%,?,4%
C=CCNC(=O)COC(=O)c1cccnc1Nc1ccccc1F,-3%,-5%,5%,3%,0%,12,11%,.,6%,-4%,-3%
CCN(Cc1ccccc1)C(=O)c1ccccc1C,0%,-5%,3%,-18%,?,10,0%,1%,-3%,0%,-1%
COc1ccc(C2/C(=C(/O)c3ccc(C)cc3)C(=O)C(=O)N2c2ccccn2)cc1OC (centres undefined),19%,-1%,-1%,.,26%,-3,-4%,1%,-5%,4%,0%
CC(C)(C)c1ccc(C(=O)N/N=C/c2ccc(OCCCF)cc2)cc1,0%,-8%,-1%,24%,-40%,0,-5%,-3%,-3%,9%,-1%
O=C(c1ccc(Br)cc1)c1cc2ccc(O)cc2oc1=O,.,5%,?,42%[activator],37%,-18,2%,?,7%,?,6%
CCOc1ccc2nc(N3C(=O)/C(=C/c4ccccc4)NC3=S)sc2c1,2%,1.1µM*,6µM*,?,1.3µM*,3,?,7%,-1%,?,?
COc1cc([N+](=O)[O-])cc(/C=N/NC(=O)C(C)Nc2ccccc2C)c1O (centres undefined),0%,0.5µM*,0%,46%[activator],0.32µM*,14,1%,?,1%,?,0%
CN1c2ccccc2N(C)C1(C)c1ccccc1,-3%,-9%,-13%,8%,9%,-8,9%,.,6%,?,3%
O=c1c2c(-c3ccccc3)csc2ncn1/N=C/c1cccc([N+](=O)[O-])c1O,2%,-2%,?,?,20µM*,?,0%,9%,27%,-17%,1%
O=C(/N=C1\NC(=O)C(F)(C(F)(F)F)S1)NC1CCCCC1 (centres undefined),-12%,-4%,13µM*,0%,-18%,0,2%,6%,5%,0%,-4%
COCCn1c(=NC(=O)c2ccc(S(=O)(=O)N3CCCc4ccccc43)cc2)sc2cc(S(C)(=O)=O)ccc21,-6%,-17%,0%,4%,36%,-35,-13%,-2%,-4%,-9%,-5%
O=c1c2cc(NC(=S)NC3CCCC3)ccc2nc2n1CCCCC2,.,-10%,?,-1%,?,-8,21%,2%,19%,16%,12%
COC(=O)c1c(NC(=O)CSc2nnnn2-c2ccccc2)sc2c1CCC(C)C2 (centres undefined),-5%,0%,0%,-6%,-33%,-1,-8%,7%,3%,-15%,1%
C/C(=C\c1ccccc1)C(=O)c1c(C)cc(C)[nH]c1=O,5%,3%,5%,-8%,-14%,-5,0%,4%,0%,0%,-4%
Cc1cc(OCCCC(=O)NCCN2C(=O)S/C(=C\c3cccnc3)C2=O)ccc1Cl,1%,-27%,-3%,1%,-30%,11,-10%,-8%,6%,?,-5%
CSc1nnc2c(n1)OC(c1cn(C)c3ccccc13)N(C(C)=O)c1ccccc1-2 (centres undefined),-2%,-9%,1%,11%,3%,5,6%,6%,0%,8%,0%
Cc1ccn(CC(=O)O)c(=O)c1,-4%,0%,0%,16%,?,-1,-5%,0%,-2%,3%,-1%
Cc1ccc(-n2c(-c3cnccn3)n[nH]c2=S)cc1,-1%,-8%,4%,-6%,?,3,1%,-1%,-6%,1%,-2%
CCCCCNC(=O)C1CCC(Cn2c(=S)[nH]c3ccccc3c2=O)CC1 (centres undefined),-9%,-3%,-4%,7%,2%,-7,1%,5%,-3%,-39%,0%
COc1cc(CCC(=O)NNC(=O)c2ccc(C)cc2)cc(OC)c1OC,-5%,-8%,5%,-26%,-21%,5,-2%,-1%,-3%,2%,1%
CCCC(=O)Nc1ccc(Cl)c(NC(=S)NC(=O)c2cc3ccccc3o2)c1,-13%,?,5%,-19%,-20%,5,17%,-28%,6%,?,17%
COC(=O)c1c(C)[nH]c(C(=O)/C=C/c2ccc(Cl)cc2)c1C,1%,?,?,-6%,0.28µM*,-13,28%,-19%,0%,?,21%
CN(N)c1nc(-c2ccccc2)cc(-c2ccccc2)n1,-1%,?,-5%,36%[activator],13µM*,-7,0%,6%,-8%,?,-1%
Cc1ccsc1C(=O)NCC(C)(C)N1CCOCC1,.,.,3%,.,.,4,-9%,.,-2%,14%,-2%
COc1ccc(C(C(=O)NC(C)(C)C)N(CCC(C)C)C(=O)CCC(=O)Nc2cc(C)on2)cc1 (centres undefined),.,13%,1%,?,10%,3,0%,3%,8%,1%,-3%
O=C(O)CCC(=O)Nc1nc2ccc([N+](=O)[O-])cc2s1,0%,2%,-17%,6%,3%,6,-6%,?,4%,0%,0%
CCCCN(C)CCNC(=O)CSCc1ccc(C)cc1,0%,-10%,3%,-13%,-18%,-30,0%,-12%,5%,21%,-8%
COc1cccc(C(=O)NCCC(=O)NCc2cc(=O)n(C)c(=O)n2C)c1,4%[0.46 µM],3%,4%,-15%,4%,12,4%,-7%,-5%,9%,-1%
O=C1NC(N2CCOCC2)=N/C1=C/c1ccc2c(c1)OCO2,-1%,16%,2%,5%,4%,6,9%,.,-3%,-15%,-2%
CCOC(=O)/C(=N\Nc1ccccc1[N+](=O)[O-])c1csc(Nc2ccccc2)n1,-5%,-5%,?,?,11µM*,-27,2%,7%,2%,?,-6%
CSCCC1NC(=O)N(CC(=O)Nc2cccc3ccccc23)C1=O (centres undefined),2%,-13%,1%,.,3%,-1,2%,17%,3%,2%,-1%
Cc1cc(C(=O)Nc2ccccc2C(=O)O)ccc1NC(=O)COc1cccc([N+](=O)[O-])c1,-7%,5%,24µM*,?,-1%,-4,-3%,-2%,-3%,13%,-1%
O=C(Nc1ncc(Cc2ccc(SC(F)F)cc2)s1)c1ccccc1,-5%,20µM*,13µM*,?,13µM*,4,5%,-5%,-5%,?,-3%
Cc1cccc(OCC(=O)N2CCCc3ccccc32)c1,3%,17%,-7%,?,0%,12,-3%,19%,-5%,-2%,-3%
